Source: PubChem (National Center for Advancing Translational Sciences (NCATS))
DT40 TDP1 CPT: qHTS for Inhibitors of human tyrosyl-DNA phosphodiesterase 1 (TDP1): qHTS in cells in presence of CPT. chicken DT40 Tdp1-/-;hTDP1 cells + 20 nM CPT, ATP luminescence, 48 h. Potency, µM (top dose mostly 46.2 µM), for the others: at the top dose activity change, negative = growth inhibition, actives largely listed as inhibitors. actives 12% (n = 420,000). AID 686979, 2013; note: nearly all actives have a fitted effect of over 55% in size
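Chicken DT40 Tdp1-/- cells stably complemented with human TDP1 were seeded at 400 cells/well in medium containing 20 nM camptothecin, exposed to pin-transferred compounds, and grown at 37 °C for at least 48 hr. Viability was read as ATP luminescence.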
N370S GC mod: qHTS Assay for Inhibitors and Activators of N370S glucocerebrosidase as a Potential Chaperone Treatment of Gaucher Disease | Lysosomal acid glucosylceramidase (Homo sapiens), P04062 | N370S GC spleen homogenate, 4MU-glucoside fluorescence | Potency, µM (doses to about 59.4 µM), for inactives: at the highest dose activity change, negative = inhibition, usual class: inhibitors | actives 0.092% (n = 330,000);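 note: 0% = full enzyme activity and -100% = no enzyme basal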
FEN1 inh: qHTS Assay for the Inhibitors of Human Flap endonuclease 1 (FEN1). P39748. Recombinant FEN1 flap cleavage, fluorescence, 15 min. Potency, µM (top dose mostly 114 µM), without a hit: top-dose activity change, negative = inhibition, most hits filed as inhibitors. actives 0.35% (n = 390,000); note: nearly all actives have a fitted effect of over 65% in size
Target sequence (P39748 whole entry, looked up): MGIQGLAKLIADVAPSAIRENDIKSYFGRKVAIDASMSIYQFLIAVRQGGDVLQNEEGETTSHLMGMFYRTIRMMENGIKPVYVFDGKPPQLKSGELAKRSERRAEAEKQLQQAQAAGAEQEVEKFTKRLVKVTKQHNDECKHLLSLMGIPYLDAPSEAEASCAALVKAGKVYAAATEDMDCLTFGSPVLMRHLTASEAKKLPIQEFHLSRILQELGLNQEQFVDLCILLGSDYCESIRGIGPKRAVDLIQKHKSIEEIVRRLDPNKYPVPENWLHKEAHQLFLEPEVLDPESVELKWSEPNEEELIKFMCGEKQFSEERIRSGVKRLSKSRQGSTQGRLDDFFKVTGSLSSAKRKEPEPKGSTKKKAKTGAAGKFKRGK
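FEN1 at 10 nM preincubated with compounds 15 min at room temperature, then flap DNA substrate added at 50 nM final. Signal read at 0 and 15 min; concentration-response fitted with four-parameter Hill equation.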
The depositor's hits bear a star; ? = inconclusive; . = no result given; & = joins results of further samples. Calls come from the whole dose curve; as a rule, active = well fitted curve in the direction sought with a large enough effect; inconclusive = small, poorly fitted or top-dose-only effect, or another doubt; inactive = no such curve, though single readings can be large; an effect the other way counts as inactive or inconclusive. Unless noted, % is set by controls: 0 for no effect and ±100 for the full control effect; potency is the fitted concentration of half-maximal effect. The list is partial. The share of hits here may be higher or lower than overall.

cpd	SMILES	N370S GC mod	DT40 TDP1 CPT	FEN1 inh
1	CCOC(=O)CN(C)S(=O)(=O)c1ccc(-c2cc(C(=O)OC)sc2C(F)(F)F)cc1	-2%	?	2%
2	CCc1ccc2c(CN3CCN(S(=O)(=O)c4ccc5c(c4)OCCO5)CC3)cc(=O)oc2c1	14%	-20%	6%
3	C#CCOCCOCCOCCNc1nc(N2CCN(C(=O)[C@H](CCCCN)n3cc(CC(C)O)nn3)CC2)nc(N2CCN(C(=O)[C@H](CCCCN)n3cc(CC(C)O)nn3)CC2)n1 (stereo partly specified)	-1%	18%	20%
4	Cc1ccc(NC2CC(=O)N(c3ccc(N4CCCCC4)cc3)C2=O)cc1 (stereo unspecified)	4%	-20%	-4%
5	CC(=O)N/N=C/c1cc2c(cc1[N+](=O)[O-])OCO2	-1%	17%	3%
6	CSc1ncc(Cl)c(C(=O)Nc2nnc(SC/C=C/c3ccccc3)s2)n1	6%	-9%	-13%
7	CC[N+]1=C(C)C(C)(C)c2cc(C)ccc21	0%	8.2µM*	?
8	O=C(Nc1ccccc1)N1CCOCC1	3%	-1%	-1%
9	Cc1cc(O)ccc1-c1cnc2ccccc2n1	-5%	-27%	-3%
10	O=C(N/N=C\c1ccc([N+](=O)[O-])o1)C1COc2ccccc2O1 (stereo unspecified)	-8%	7.3µM*	-1%
11	CCc1c(C)sc2c1CCN(C(=O)Nc1ccccc1C(=O)OC)C2c1ccc(F)cc1 (stereo unspecified)	.	?	-3%
12	Cc1ccc(CS(=O)(=O)Cc2ccc(C(=O)NCc3cccnc3)o2)cc1	-13%	-18%	0%
13	CC(=O)c1ccc(N2CCN(C(=S)NCCCN(C)C)CC2)cc1	-9%	-20%	8%
14	COc1cccc(NC(=O)COc2cccc3c2CCNC3=O)c1	-5%	?	1%
15	COc1ccc(-c2cc(C(=O)Nc3ccc(F)cc3F)no2)cc1	-4%	8%	-1%
16	O=C(Nc1cccc(-n2cnnn2)c1)c1ccco1	-11%	-2%	6%
17	Cc1ccc(Cn2nnc3c(=O)[nH]c(C4CCN(C(=O)Cc5ccccc5F)CC4)nc32)cc1	.	?	-14%
18	CCc1ccccc1S(=O)(=O)Cc1ccc(C(=O)N2CCN(c3ccccn3)CC2)o1	-5%	?	-5%
19	O=C(/C=C/c1ccccc1Cl)NNC(=O)c1cccs1	?	-13%	-14%
20	COc1cccc(CNc2ccc(S(N)(=O)=O)cc2)c1OC	0%	-21%	4%
21	O=C(c1ccccc1)c1ccc(N2CCOCC2)c(NC(=O)c2ccco2)c1	7%	?	1%
22	O=C(NCc1ccccc1)c1ccc(CNc2c(N3CCCC3)c(=O)c2=O)cc1	-4%	-14%	-7%
23	CC1CCN(c2ccc(C=O)o2)CC1	-24%	-24%	23%
24	COc1ccc(C2NCCc3c2[nH]c2ccccc32)cc1CN1CCc2cc(OC)c(OC)cc2C1C (stereo unspecified)	-16%	?	-21%
25	CCOC(=O)Cc1csc(SCC(=O)Nc2oc(C)c3c(C)n[nH]c(=O)c23)n1	.	5%	16%
26	Nc1ccc2c(C(F)(F)F)cc(C(F)(F)F)nc2n1	?	3%	-13%
27	COc1ccccc1Nc1nc(NCCCN(C)C)nc(N)c1[N+](=O)[O-]	-25%	-82%	56µM*
28	Cc1ccc(/C=N/NC(=O)COc2ccccc2-c2ccccc2)cc1	29%	0.16µM*	4%
29	O=S(=O)(c1ccc(-c2ccccn2)s1)N1CCC2(CC1)OCCO2	4%	-3%	-2%
30	CCNc1nc(SC(C)C(=O)Nc2ccccc2)nc(N2CCOCC2)n1 (stereo unspecified)	-7%	?	-2%

15 structures out of the list, arranged by length of the SMILES, highest first:
cpd	SMILES	N370S GC mod	DT40 TDP1 CPT	FEN1 inh
17	Cc1ccc(Cn2nnc3c(=O)[nH]c(C4CCN(C(=O)Cc5ccccc5F)CC4)nc32)cc1	.	?	-14%
24	COc1ccc(C2NCCc3c2[nH]c2ccccc32)cc1CN1CCc2cc(OC)c(OC)cc2C1C (stereo unspecified)	-16%	?	-21%
25	CCOC(=O)Cc1csc(SCC(=O)Nc2oc(C)c3c(C)n[nH]c(=O)c23)n1	.	5%	16%
22	O=C(NCc1ccccc1)c1ccc(CNc2c(N3CCCC3)c(=O)c2=O)cc1	-4%	-14%	-7%
21	O=C(c1ccccc1)c1ccc(N2CCOCC2)c(NC(=O)c2ccco2)c1	7%	?	1%
27	COc1ccccc1Nc1nc(NCCCN(C)C)nc(N)c1[N+](=O)[O-]	-25%	-82%	56µM*
29	O=S(=O)(c1ccc(-c2ccccn2)s1)N1CCC2(CC1)OCCO2	4%	-3%	-2%
30	CCNc1nc(SC(C)C(=O)Nc2ccccc2)nc(N2CCOCC2)n1 (stereo unspecified)	-7%	?	-2%
28	Cc1ccc(/C=N/NC(=O)COc2ccccc2-c2ccccc2)cc1	29%	0.16µM*	4%
13	CC(=O)c1ccc(N2CCN(C(=S)NCCCN(C)C)CC2)cc1	-9%	-20%	8%
20	COc1cccc(CNc2ccc(S(N)(=O)=O)cc2)c1OC	0%	-21%	4%
26	Nc1ccc2c(C(F)(F)F)cc(C(F)(F)F)nc2n1	?	3%	-13%
19	O=C(/C=C/c1ccccc1Cl)NNC(=O)c1cccs1	?	-13%	-14%
16	O=C(Nc1cccc(-n2cnnn2)c1)c1ccco1	-11%	-2%	6%
23	CC1CCN(c2ccc(C=O)o2)CC1	-24%	-24%	23%

Carrying on.
cpd	SMILES	N370S GC mod	DT40 TDP1 CPT	FEN1 inh
31	O=S(=O)(c1ccc2oc3ccccc3c2c1)N1CCOCC1	-12%	-3%	-21%
32	COCCNC(=O)c1cc2cc(Br)cc(Br)c2oc1=O	-4%	-15%	3%
33	COc1cc(CC(=O)N2CCC(n3nccc3NC(=O)C3CC3)CC2)cc(OC)c1OC	-3%	-1%	1%
34	Cc1ccc(S(=O)(=O)N2[C@@H](c3ccc(Cl)cc3)C(C(=O)O)=C[C@H]2CC2CCCC2)cc1	.	?	1%
35	COC(=O)c1[nH]c2cccc(OC)c2c1NC(=O)CCN1CCSCC1	-1%	0%	2%
36	O=C(C/C=N\OCc1ccc([N+](=O)[O-])cc1)Nc1ccc(F)cc1F	-21%	5%	6%
37	COCCn1c(C)cc(O)c(C(c2ccccc2F)N2CCN(c3ccccc3)CC2)c1=O (stereo unspecified)	.	-21%	-5%
38	Cc1[nH]c2ccccc2c1C(=O)C(=O)NCCc1c[nH]c2ccccc12	-7%	?	-18%
39	O=C(CCc1ccccc1)Nc1nn[nH]n1	8%	1%	-11%
40	N#Cc1nc(-c2ccc(COc3ccccc3)o2)oc1N1CCN(c2ccccc2)CC1	.	-2%	4%
41	O=C(NCCc1ccccc1)c1nccc2ccccc12	-4%	-16%	-5%
42	COc1cc(OC)nc(Oc2cc(/C=N/O)ccc2OC)n1	-6%	?	-10%
43	O=C1CC(c2ccccc2)CC(=O)C1CS(=O)(=O)c1ccccc1 (stereo unspecified)	-3%	-20%	-1%
44	COc1ccc(Nc2ncnc3nc[nH]c23)cc1OC	1%	-28%	-25%
45	Fc1ccc(Nc2ncncc2-c2ccccc2C(F)(F)F)cc1	-14%	?	.
46	COC(=O)C(NC(=O)c1ccccc1C(=O)O)c1ccc2ccccc2c1 (stereo unspecified)	4%	-8%	0%
47	CN(C)S(=O)(=O)c1cccc(C(=O)NCC(=O)NC2CCN(Cc3ccccc3)CC2)c1	0%	-17%	-3%
48	COc1ccc(NC(=O)c2cc(-c3ccc(C)o3)nc3ccccc23)cc1OC	-5%	18µM*	-8%
49	Cc1cc(NC(=O)CSc2nnc(-c3ccncc3)n2C)n(-c2ccccc2)n1	-13%	12%	5%
50	O=C(Cc1ccc(Cl)cc1)Nc1cccc(C(=O)Nc2ccccc2C(=O)O)c1	29%	19%	0%
51	Cc1cc(N)ccc1N1CCCC1	-15%	?	40µM*
52	COc1ccccc1/C(C)=N/Oc1cc(N)cc([N+](=O)[O-])c1	.	-4%	-6%
53	Cc1ccc2nc(-c3cccnc3)cc(C(=O)Nc3ccc(F)cc3C)c2c1	-13%	?	2%
54	COc1cccc(NCc2cc(=O)oc3cc(-c4ccccc4)c(O)cc23)c1	14%	?	2%
55	O=C(NCCSc1ccccc1)c1ccc(Br)cc1	26%	0%	-10%
56	CCOc1ccc(CN(C)C(C)C(=O)NCc2ccccc2)cc1 (stereo unspecified)	-8%	?	15%
57	O=C(C(=O)N1CCCC1)c1c[nH]c2ccccc12	-5%	-21%	-14%
58	Cc1cc(C(=O)COC(=O)c2n[nH]c(=O)c3ccccc23)c(C)n1C	.	-10%	-1%
59	CCc1ccccc1NC(=S)N1CCNC(=O)C1CC(=O)OC (stereo unspecified)	5%	?	-2%
60	COc1ccc2[nH]c(C(=O)O)c(NS(=O)(=O)c3ccc(F)cc3)c2c1	3%	-7%	-13%
61	O=C(NCc1ccccn1)C(=O)N/N=C/c1ccc2c(c1)OCO2	-2%	-10%	-2%
62	CCOc1ccc2nc(N3CCCC(C(=O)Nc4cccc(Cl)c4C)C3)sc2c1 (stereo unspecified)	.	?	-1%
63	Cc1ccc(S(=O)(=O)N2C[C@@H]3[C@H]4CC[C@H](C4)[C@@H]3[C@@H](C)[C@@H]2C2CCCCC2=O)cc1 (stereo partly specified)	.	?	-25%
64	CCCN(C(=O)c1cc(CC)c(C)s1)c1c(N)n(Cc2ccccc2)c(=O)[nH]c1=O	9%	27%	-5%
65	Cc1ccc(OCCCCN2CCCCC2)c(C)c1	-1%	7%	9%
66	O=C(Nc1ccc(S(=O)(=O)N2CCOCC2)cc1)C1COc2ccccc2O1 (stereo unspecified)	2%	?	4%
67	C/C(=N\NC(=O)c1ccc(Cl)c(Cl)c1)c1ccccn1	9%	0.41µM*	10%
68	NC(=O)c1ccccc1NC(=O)c1ccccc1Cl	3%	0%	7%
69	CCCCc1ccc(S(N)(=O)=O)cc1	-2%	0%	-11%
70	CC(C)(C)c1nc(SCC(=O)Nc2ccc3c(c2)OCCO3)c2ccccc2n1	21%	?	?
71	Cc1ccc2oc(=O)c3cc(C(=O)NCCCN4CCN(C)CC4)sc3c2c1	-3%	?	?
72	CC(NC(=O)Cn1c(-c2cccs2)cc2cc(F)ccc21)c1ccccc1 (stereo unspecified)	.	?	5%
73	COC(=O)c1c(NC(=O)CCCOc2ccc(C)cc2)sc2c1C(C(=O)OC)CC2 (stereo unspecified)	.	15µM*	79µM*
74	N#Cc1c(N)oc(-c2ccco2)c1-c1ccco1	-6%	?	-17%
75	O=C(CCC(=O)N1CCN(c2ccccn2)CC1)Nc1nnc(C2CCCCC2)s1	12%	-20%	1%
76	COc1ccc(OC)c(C(=O)CSc2ncc3c(n2)-c2ccccc2N(Cc2ccccc2C)S3(=O)=O)c1	.	18µM*	20%
77	CC(C)CCNC(=O)Cc1ccc(NC(=O)N2CCCCc3ccccc32)cc1	.	-24%	14%
78	CCCCc1nnc(NC(=O)c2oc3ccc(OC)cc3c2C)s1	0%	?	-1%
79	CC(=O)N/C(=C/c1cccnc1)C(=O)Nc1ccc(Cl)cc1	-8%	7%	4%
80	CCOc1ccc(CNC(=O)C2CCN(S(=O)(=O)N3CCC(C)CC3)CC2)cc1OC	.	-13%&-5%	5%
81	CN(CC(=O)Nc1cccc(F)c1)C(=O)CCSc1ccc(F)cc1	1%	?	6%
82	CCN(c1ccccc1)S(=O)(=O)c1ccc(OC)c(N=N/C(C(=O)Nc2ccccc2)=C(/C)O)c1	-8%	-10%	-3%
